TRPC4 act: activators of mouse TRPC4 channel, primary screen, Fluo4 calcium, HEK293 TRPC4beta/mu-opioid cells; B-score at 10 µM; Short transient receptor potential channel 4 (Mus musculus), Q9QUQ5; 310,000 tested, 0.49% active; Fluo4 calcium fluorescence; stronger effect = higher value;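 active = B-score above 5 SD of library B-scores, and initial fluorescence ratio not above library mean plus 5 SD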;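 note: positive B-score marks a calcium rise read as TRPC4 activation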
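Incubation: 45 min room-temperature Fluo4 loading, 110 s read / System: HEK293 cells stably co-expressing mouse TRPC4beta and mu-opioid receptor / Signal: Fluo4 fluorescence, kinetic / Control set: buffer (low) and maximal DAMGO (high) / Measure: integrated baseline-normalised fluorescence ratio, converted to per-well B score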
PolyA inhibitor: polyadenylation inhibitors in yeast reporter cells, primary screen, luminescence, S. cerevisiae; S. cerevisiae SKY197-pL101 polyadenylation reporter, beta-gal luminescence; efflux-impaired pdr1/pdr3 knockout yeast; score 100 = 6 SD above DMSO; 300,000 tested, 0.02% active; calls only at 12 µM;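 active = lowest replicate activity score at least 50, where 100 means six control SD above control mean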;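 note: yeast exposed to compound for 9 h at 30 °C; higher score means more reporter readthrough which indicates perturbed polyadenylation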
TRPC4 inh: inhibitors of mouse TRPC4 channel, primary screen, Fluo4 calcium, HEK293 TRPC4beta/mu-opioid cells | Short transient receptor potential channel 4 (Mus musculus), Q9QUQ5 | DAMGO-evoked Fluo4 calcium flux; stronger effect = lower value | B-score at 10 µM | 300,000 tested, 0.39% active;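 active = B-score over 3 SD under the library average, no early fluorescence shift, positive overall ratio signal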
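Assay system: HEK293 cells with stable TRPC4beta plus mu-opioid receptor expression; Probe or stimulus: DAMGO in two steps, submaximal then maximal; Dosing: single-point compound dosing; Measured by: Fluo4 calcium-dye fluorescence, kinetic read; Read-out basis: B score from integrated Fluo4 fluorescence ratio.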
TRPC6 activator: mouse TRPC6 channel activators, primary screen, cell-based, HEK293, membrane potential dye; Short transient receptor potential channel 6 (Mus musculus), Q61143; HEK293-TRPC6 membrane potential dye fluorescence; stronger effect = higher value; B-score at 10 µM; 310,000 tested, 0.13% active; AID 2550, 2010;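 active = B-score of the integrated fluorescence ratio above library mean plus 3 SD, and starting fluorescence ratio within library mean plus 5 SD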;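 note: higher score means more depolarization so channel activation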
Target sequence (Q61143 whole entry, looked up): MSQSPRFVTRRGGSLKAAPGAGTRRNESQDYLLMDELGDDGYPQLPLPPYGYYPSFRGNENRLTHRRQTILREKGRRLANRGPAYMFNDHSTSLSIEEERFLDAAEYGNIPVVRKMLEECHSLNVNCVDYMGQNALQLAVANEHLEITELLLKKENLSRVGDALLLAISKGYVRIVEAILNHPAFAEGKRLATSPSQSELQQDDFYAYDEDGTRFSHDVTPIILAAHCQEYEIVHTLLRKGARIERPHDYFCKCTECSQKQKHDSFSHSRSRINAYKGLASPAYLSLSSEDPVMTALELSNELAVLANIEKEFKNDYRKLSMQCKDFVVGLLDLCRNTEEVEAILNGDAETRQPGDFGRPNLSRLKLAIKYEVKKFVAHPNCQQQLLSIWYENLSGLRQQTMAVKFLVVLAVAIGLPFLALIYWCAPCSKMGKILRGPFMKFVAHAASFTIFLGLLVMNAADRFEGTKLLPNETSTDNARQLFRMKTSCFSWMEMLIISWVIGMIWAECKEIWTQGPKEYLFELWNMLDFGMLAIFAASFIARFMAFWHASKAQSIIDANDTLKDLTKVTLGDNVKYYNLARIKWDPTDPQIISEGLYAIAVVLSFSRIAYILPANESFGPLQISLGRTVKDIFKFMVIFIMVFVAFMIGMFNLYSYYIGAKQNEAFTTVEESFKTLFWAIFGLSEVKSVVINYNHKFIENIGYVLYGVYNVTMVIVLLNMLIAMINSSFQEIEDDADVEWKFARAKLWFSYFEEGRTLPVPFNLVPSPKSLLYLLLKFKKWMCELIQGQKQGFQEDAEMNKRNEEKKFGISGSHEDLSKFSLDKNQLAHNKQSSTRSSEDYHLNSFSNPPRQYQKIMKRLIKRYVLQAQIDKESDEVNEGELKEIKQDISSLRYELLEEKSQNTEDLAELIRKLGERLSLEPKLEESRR
MrgX1 PAM: positive allosteric modulators of MrgX1, primary screen, HEK293 cells, Fluo-4 calcium flux. 310,000 tested, 0.63% active. AID 588675, 2011. FDSS; stronger effect = higher value. B-score at 10 µM;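 active = plate-corrected calcium response at least 3 library SD above typical, normal starting fluorescence, not activating the receptor alone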;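 note: compound read alongside a low EC10 to EC30 dose of BAM8-22 agonist; peak minus trough fluorescence over baseline measured at the second addition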
MrgX1 agonist: agonists of human MrgX1 receptor, primary screen, HEK293 cells, Fluo-4 calcium flux | Mas-related G-protein coupled receptor member X1 (Homo sapiens), Q96LB2 | Fluo-4 calcium fluorescence, agonist mode; stronger effect = higher value | B-score at 10 µM | 310,000 tested, 0.44% active;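 active = calcium response B-score plate-corrected fluorescence ratio at least 3 library SD, with starting fluorescence B-score inside 5 SD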
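System: HEK293 cells stably expressing human MrgX1 receptor; Dosing: test compound in the initial addition of three; Schedule: overnight plating, then 30 min 37 °C plus 30 min room-temperature dye loading; Detection: kinetic calcium dye fluorescence, Fluo-4 NW; Controls: per-plate positive and negative controls for Z′ factor.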
MrgX1 antagonist: antagonists of human MrgX1 receptor, primary screen, HEK293 cells, Fluo-4 calcium flux. BAM8-22 antagonism; stronger effect = lower value. Mas-related G-protein coupled receptor member X1 (Homo sapiens), Q96LB2. AID 588676, 2011. B-score at 10 µM. 310,000 tested, 1.3% active;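 active = calcium-response B-score plate-corrected more than 3 library SD below zero, starting fluorescence within 5 deviations, no agonist response on first addition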;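 note: peak minus trough fluorescence over baseline after final BAM8-22 challenge near maximal dose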
TRPC6 inhibitor: mouse TRPC6 channel inhibitors, primary screen, cell-based, HEK293, membrane potential dye. Short transient receptor potential channel 6 (Mus musculus), Q61143. ACh-evoked depolarization; stronger effect = lower value. B-score at 10 µM. 310,000 tested, 1.1% active;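 active = B-score under library mean minus 3 SD, initial fluorescence not abnormally high, positive integrated signal ratio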;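 note: B-score derived from integrated fluorescence ratio over the kinetic read; more negative B-score means stronger inhibition of depolarization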
AI-2 QS mod: Vibrio harveyi AI-2 quorum sensing modulators, primary screen, JMH597 strain, luminescence/OD600 ratio | Vibrio harveyi JMH597 AI-2 luminescence/OD600 ratio, 9 h; stronger effect = lower value; strain lacks LuxN and CqsS sensors; 0 = neutral-control median | activity change, % at 7.5 µM | 300,000 tested, 0.4% active; in the data active = activity change below about -75%, passing the limit was not always enough;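 note: luminescence divided by OD600 gain over 9 h not by final OD600 alone; inactives centre near 13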
TRPC4 potent: positive allosteric modulators of TRPC4, primary screen, cell-based, mouse TRPC4beta, HEK293 mu-opioid, Fluo-4 calcium | 310,000 tested, 0.42% active | B-score at 10 µM | Short transient receptor potential channel 4 (Mus musculus), Q9QUQ5 | DAMGO EC20, Fluo-4 Ca2+ flux; stronger effect = higher value;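 active = B-score of calcium response area above 5 SD of library B-scores, with initial fluorescence ratio within 5 SD of library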;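 note: B-score of integrated fluorescence ratio over time as area under calcium response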
HIF activator: HIF pathway transcriptional activators, primary screen, cell-based, U2OS HRE-luciferase, luminescence; U2OS HRE-luciferase reporter; normalized: DMSO 0%, desferrioxamine 100%; activation, % at 7.5 µM (by protocol); 300,000 tested, 0.32% active; AID 1910, 2009;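 active = mean activation of at least 10% of the iron chelator positive control signal, with at least half of replicates also reaching 10%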
* = called active by the depositor; i = inactive; · = not tested or not shown. These rows are one share of the data; count on the stated rates, not on these rows.

SMILES	TRPC4 act	PolyA inhibitor	TRPC4 inh	TRPC6 activator	MrgX1 PAM	MrgX1 agonist	MrgX1 antagonist	TRPC6 inhibitor	AI-2 QS mod	TRPC4 potent	HIF activator
Cc1ccc(Cl)cc1NC(=O)c1cnn2c1NC(c1ccco1)CC2C(F)(F)F (configuration not stated)	i	i	i	i	i	i	i	i	40.4	i	-0.2
Cc1ccccc1NC(=S)NC(NC(=O)c1ccccc1C)C(Cl)(Cl)Cl (configuration not stated)	i	i	i	i	i	i	i	i	22.4	i	-1.0
CCOc1ncccc1C(=O)NCc1ccc(OC)cc1	i	i	i	i	i	i	i	i	21.4	i	2.2
CCc1ccc(C(=O)COC(=O)CNC(=O)CNC(=O)Cc2ccccc2)cc1	i	i	i	i	i	i	i	i	18.8	i	0.0
CC(C)c1nc(N2CCN(C(=O)c3ccco3)CC2)c2c3c(sc2n1)CCCC3	i	i	i	i	i	i	i	i	31.4	i	-0.2
ClC1(Cl)CC1CSc1nc2ccccc2[nH]1 (configuration not stated)	i	i	i	i	i	i	i	i	23.7	i	2.3
CC(=O)NC1CC2CCCC(C1)N2S(=O)(=O)c1cccc(F)c1 (configuration not stated)	i	i	i	i	i	i	i	i	4.9	i	-1.1
Cc1nc(N)sc1C(=O)OCC(C)C	i	i	i	i	i	i	-8.67*	i	8.2	i	0.4
COCCN(C(=O)CSc1n[nH]c(-c2ccc(OC)cc2)n1)c1c(N)n(Cc2ccccc2)c(=O)[nH]c1=O	i	i	i	i	i	i	i	i	23.5	i	-3.0
O=C(COC(=O)CNC(=O)c1ccccc1F)NCC(F)(F)F	i	i	i	i	i	i	i	i	1.2	i	-0.4
COc1ccccc1N1CCN(C/C(C)=C/c2ccccc2)CC1	i	i	i	i	i	i	i	i	42.8	i	0.1
CCn1nc(C)c(Br)c1Nc1ccc(Br)cc1	i	i	i	i	i	i	i	i	7.2	i	-13.7
CCOC(=O)/C(C#N)=C/c1c(N2CCN(c3cccc(Cl)c3)CC2)nc2c(C)cccn2c1=O	i	i	i	i	·	·	·	i	1.3	i	1.3
O=C(c1ccccc1)[C@H]1CC=CC[C@H]1C(=O)O	i	i	i	i	i	i	i	i	29.0	i	-0.1
C/C(=N\Nc1cccc(Cl)c1)c1ccncc1	i	i	i	i	i	i	i	i	-3.6	i	1.4
COC(C(=O)Nc1cc([N+](=O)[O-])ccc1C)c1ccccc1 (configuration not stated)	i	i	i	i	i	i	i	i	1.7	i	-0.2
CCN(CC)CC(=O)NCC1(c2ccccc2)CCOCC1	i	i	i	i	i	i	i	i	-2.2	i	0.7
Cc1ccc(C)c(NC(=S)NCc2ccc3c(c2)OCO3)c1	i	i	i	i	i	i	i	i	12.5	i	-0.5
CC(C)CCNC(=O)c1ccc2c(c1)ncn2C1CCCC1	i	i	i	i	i	i	i	i	1.2	i	1.0
NNC(=O)c1ccc(Cn2cc(Cl)cn2)o1	i	i	i	i	i	i	i	i	1.6	i	0.6
CCCC1C2C(=O)N(c3ccccc3OCC)C(=O)C2ON1c1ccccc1 (configuration not stated)	i	i	i	i	i	i	i	i	20.7	i	-0.3
C/C(=N\NC(N)=O)c1cccc(Cl)c1	i	i	i	i	i	i	i	i	25.3	i	0.2
O=C(COc1ccccc1Cl)N1CCN(c2ccc(F)cc2)CC1	i	i	i	i	i	i	i	i	23.8	i	-0.7
COc1ccc(OC)c(-c2cc(C(F)(F)F)c3c(n2)sc2c(O)cc(=O)[nH]c23)c1	i	i	i	i	i	i	i	i	23.7	i	-0.2
COc1ccc(C(=O)Nc2nc3ccccc3[nH]2)cc1S(=O)(=O)N1CCCC1	i	i	i	i	i	i	i	i	26.2	i	0.9
Cc1c(Cl)ccc2c(C(=O)NCCN3CCCCC3)cc(-c3ccccn3)nc12	i	i	i	i	i	i	i	i	9.3	i	-0.9
O=C(O)c1cccc(NS(=O)(=O)c2cccc3nsnc23)c1	i	i	i	i	i	i	i	i	-13.6	i	-0.1
Cc1onc(-c2ccccc2Cl)c1C(=O)OCc1nnc(-c2ccccc2)o1	i	i	i	i	i	i	i	i	2.2	i	0.8
O=C(COc1ccc(/C=N/NC(=O)c2ccccc2O)cc1)Nc1ccc([N+](=O)[O-])cc1	i	i	i	i	i	i	i	i	-4.3	i	·
CCC(=O)Nc1ccc(C(=O)Nc2ccc3c(c2)OCO3)cc1	i	i	i	i	i	i	i	i	93.9	i	0.7
COc1ccccc1NC(=O)CCn1cccc1	i	i	i	i	i	i	i	i	12.6	i	-0.7
CCOc1ccc(OCc2ccc(C(=O)Nc3ccc(Cl)cn3)o2)cc1	i	i	i	i	i	i	i	i	22.0	i	0.5
Cc1cc(C(=O)COC(=O)c2nc3nccc(C)n3n2)c(C)n1CC1CCCO1 (configuration not stated)	i	i	i	i	i	i	i	i	23.7	i	0.0
Cc1ccc(NC(=O)c2cnccn2)cc1S(=O)(=O)N(C)C	i	i	i	i	i	i	i	i	9.9	i	-0.3
O=C(CSc1nnc(-c2ccccc2O)n1-c1ccccc1)Nc1cccc(C(=O)O)c1	i	i	i	i	i	i	i	i	3.5	i	0.1
O=C(CC1C(=O)NCCN1Cc1ccc(Cl)c(F)c1)NCCc1cccnc1 (configuration not stated)	i	i	i	i	i	i	i	i	19.7	i	0.2
O=C(O)CCC(=O)N1CCN(S(=O)(=O)c2ccc3ccccc3c2)CC1	i	i	i	i	i	i	i	i	14.1	i	-8.0
Cn1cccc1/C=N/NC(=O)c1ccn[nH]1	i	i	i	i	i	i	i	i	-0.1	i	0.7
O=C(NC1CC1)C1CCN(C2CCN(Cc3ccccc3C(F)(F)F)CC2)CC1	i	i	i	i	i	i	i	i	24.9	i	-0.3
CN1C(=O)c2cccc3c(Cl)ccc(c23)C1=O	i	i	i	i	i	i	i	i	1.6	i	-0.5
CCCC[C@@H]1CN=C(N)N1CCc1cccc(F)c1	i	i	i	i	i	i	i	i	21.5	i	-0.3
COc1cccc(CN2CCNC(=O)C2CC(=O)NCCc2cccc(C)n2)c1OC (configuration not stated)	i	i	i	i	i	i	i	i	20.1	i	-0.1
COC(=O)COc1ccc2c(-c3cccc([N+](=O)[O-])c3)cc(=O)oc2c1	i	i	i	i	i	i	i	i	10.8	i	-0.2
COc1ccc(C(=O)Sc2ccc(C)cc2)cc1OC	i	i	i	i	i	i	i	i	-0.5	i	-4.3
S=c1[nH]nc(COc2ccccc2)n1/N=C/c1ccccn1	i	i	i	i	i	i	i	i	31.2	i	0.0
CN(CCC#N)C(=O)Cn1nc(Cc2ccncc2)c2ccccc2c1=O	i	i	i	i	i	i	i	i	31.6	i	0.2
CN(C)S(=O)(=O)c1cccc(C(=O)OCC(=O)N2CCCC2=O)c1	i	i	i	i	i	i	i	i	26.0	i	0.0
O=C(COc1nnnc2ccccc12)N1CCCc2ccccc21	i	i	i	i	i	i	i	i	18.9	i	-0.5
CC(C)n1cnc2cc(NC(=O)c3ccco3)ccc21	i	i	i	i	i	i	i	i	12.8	i	1.1
Cc1ccccc1Nc1nnc(SCC(=O)NCc2cccs2)s1	i	i	i	i	i	i	i	i	14.1	i	-0.1
O=C(O)c1cc2c(s1)CCCC2	i	i	i	i	i	i	i	i	7.0	i	0.0
O=C(NCCCCNC(=O)c1c(Cl)cccc1Cl)c1c(Cl)cccc1Cl	i	i	i	i	i	i	i	i	2.1	i	-0.5
CCn1c(/N=C/c2ccc(OC)cc2O)nc2ccccc21	i	i	i	i	i	i	i	i	12.8	i	-0.9
CN(C)S(=O)(=O)c1ccc(S(=O)(=O)N(CC(=O)Nc2ccccc2)Cc2ccco2)cc1	i	i	i	i	i	i	i	i	22.4	i	0.0
CC(=O)c1ccc(S(=O)(=O)Nc2cccc(-c3ccc4nncn4n3)c2)cc1	i	i	i	i	i	i	i	i	2.7	i	-0.1
COc1ccc(NC(=O)C2=C(C)C(=O)OC23CCC(C)CC3)c(OC)c1 (configuration not stated)	i	i	i	i	i	i	i	i	11.5	i	-0.1
Cc1ccnc(NC(=O)CCC(=O)N(CC(=O)NCc2ccccc2)Cc2cccs2)c1	i	i	i	i	i	i	i	i	1.3	i	-0.8
COc1cccc(NC(=O)c2ccnc(N3CCC(C(=O)NCc4cc(OC)ccc4OC)CC3)c2)c1	i	i	i	i	i	i	i	i	0.0	i	-0.3
COC(=O)c1c(NC(=O)/C=C/C(=O)O)sc(C)c1-c1ccc(C(C)C)cc1	i	i	i	i	i	i	i	i	17.6	i	0.2
CC(=O)Nc1ccc(NC(=O)CSc2n[nH]c(-c3cccs3)n2)cc1	i	i	i	i	i	i	i	i	25.3	i	-0.4

Next compounds.
SMILES	TRPC4 act	PolyA inhibitor	TRPC4 inh	TRPC6 activator	MrgX1 PAM	MrgX1 agonist	MrgX1 antagonist	TRPC6 inhibitor	AI-2 QS mod	TRPC4 potent	HIF activator
COc1ccc(N(CC(=O)NCc2ccccc2OC)S(=O)(=O)c2ccccc2)cc1	i	i	i	i	i	i	i	i	3.7	i	-0.6
CCN(CC)C(=O)CSc1nc2c(c(-c3cccnc3)c1C#N)CCCC2	i	i	i	i	i	i	i	i	19.6	i	0.3
COc1ccc(Cl)cc1C(=O)NNC(=O)c1ccncc1	i	i	i	i	i	i	i	i	11.0	i	0.6
COc1cccc(NC(=S)N/N=C2\CC(C)(C)Oc3ccc(O)cc32)c1	i	i	i	i	i	i	i	i	22.1	i	-0.6
